# Screening data: PubChem BioAssay, several laboratories
# PLCg1 inh – inhibitors of human phospholipase C gamma1 | P19174 | purified PLC-gamma1, fluorogenic substrate, fluorescence | inhibition, % at 12.2 µM | actives 0.84% (n = 370,000); in the data active = inhibition above about 9.5%
# hgDAF-12 ag – agonists of H. glycines DAF-12 nuclear receptor; HEK293 GAL4-hgDAF12 UAS-luciferase reporter, agonist luminescence; normalized to butyrate control; activation, % at 6.8 µM; actives 1.8% (n = 370,000);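 active = activation above a cutoff set at the mean of all screened compounds plus 3 SD, cut at about 10% in these data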;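 note: 0% = DMSO wells and 100% = sodium butyrate wells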
# NR1D1 modulator – modulates human Rev-erb alpha binding to DNA. P20393. Rev-erbα–FITC-DNA binding, fluorescence polarization, 90 min. activity, % at 10 µM. actives 0.79% (n = 370,000). AID 1259318;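 active = activity above about 14%, limit read from the data; passing the limit was not always enough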;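 note: 0% = DMSO wells with 35 nM protein and 100% = DMSO wells with 750 nM protein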
# DAX1 inh-1 – inhibits human nuclear receptor DAX1 | HEK293 Gal4-DAX1 luciferase reporter, luminescence | actives 0.99% (n = 340,000) | AID 504766 | P51843 | inhibition, % at 6.75 µM;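 active = inhibition above the mean over all tested compounds plus 3 SD, cut at about 4.2% in these data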;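 note: 0% = DAX1-transfected cells with DMSO and 100% = empty-vector control cells with DMSO; inhibition shows as a rise in luminescence from relieved DAX1 repression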
# Target sequence (P51843 207-470 limits assumed): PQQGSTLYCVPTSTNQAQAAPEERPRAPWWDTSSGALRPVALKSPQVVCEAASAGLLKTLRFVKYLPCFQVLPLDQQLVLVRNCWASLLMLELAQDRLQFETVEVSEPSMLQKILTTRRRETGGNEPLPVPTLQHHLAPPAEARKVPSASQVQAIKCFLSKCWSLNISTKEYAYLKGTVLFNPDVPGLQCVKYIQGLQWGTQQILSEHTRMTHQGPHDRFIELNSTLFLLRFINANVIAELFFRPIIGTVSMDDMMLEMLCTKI
# MBD2 inh – MBD2-methylated oligo binding inhibition | Q9UBB5 | TR-FRET, MBD2 binding to methylated oligonucleotide | inhibition, % at 4.4 µM | actives 0.31% (n = 370,000) | AID 686964; in the data active = inhibition above about 13%
# PLCb3 inh – PLC-beta3 (human) inhibition, primary screen; actives 0.18% (n = 370,000); inhibition, % at 12.2 µM; Purified PLC-beta3, fluorogenic substrate, fluorescence; Q01970; in the data active = inhibition above about 11%;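 note: 0% = median of compound wells on plate and 100% = full blocker control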
# ssDAF12 agonist – activators of S. stercoralis DAF-12 nuclear receptor; HEK293 ssDAF-12/GRIP1 lit1-tk-luc reporter, luminescence; % of 3 µM dafachronic acid response; activation, % at 6.8 µM; actives 1% (n = 370,000); AID 652126;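 active = activation above the mean over all tested compounds plus 3 SD, cut at about 0.9% in these data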;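 note: 0% = DMSO-only wells and 100% = 3 µM delta7-dafachronic acid wells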
# hcDAF-12 act – H. contortus DAF-12 activation, primary screen; HEK293 hcDAF-12 lit1-tk-luc reporter, luminescence; 0% DMSO, 100% Δ7-dafachronic acid; activation, % at 6.8 µM; actives 1.4% (n = 370,000);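 active = activation above the mean of all tested compounds plus 3 SD, cut at about 5.5% in these data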;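 note: 100% = response to 3 µM Δ7-dafachronic acid high control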
# SMARCA2 activ – increases SMARCA2 function in MMTV reporter cells. MG213 cells, MMTV-luciferase reporter, dexamethasone, overnight. activation, % at 9.1 µM. actives 1% (n = 370,000); in the data active = activation above about 7.8%;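 note: 0% = vehicle wells and 100% = reference activator wells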
# ADAM17 inh – inhibits human ADAM17. recombinant ADAM17, EDANS/DABCYL FRET peptide cleavage. inhibition, % at 6.95 µM. actives 0.83% (n = 370,000). AID 720648;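 active = inhibition above the mean of compounds lying between control limits plus 3 SD, set per campaign, cut at about 8.5% in these data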;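 note: 0% = DMSO-only wells as the low control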
# Target sequence (P78536 215-824 limits assumed): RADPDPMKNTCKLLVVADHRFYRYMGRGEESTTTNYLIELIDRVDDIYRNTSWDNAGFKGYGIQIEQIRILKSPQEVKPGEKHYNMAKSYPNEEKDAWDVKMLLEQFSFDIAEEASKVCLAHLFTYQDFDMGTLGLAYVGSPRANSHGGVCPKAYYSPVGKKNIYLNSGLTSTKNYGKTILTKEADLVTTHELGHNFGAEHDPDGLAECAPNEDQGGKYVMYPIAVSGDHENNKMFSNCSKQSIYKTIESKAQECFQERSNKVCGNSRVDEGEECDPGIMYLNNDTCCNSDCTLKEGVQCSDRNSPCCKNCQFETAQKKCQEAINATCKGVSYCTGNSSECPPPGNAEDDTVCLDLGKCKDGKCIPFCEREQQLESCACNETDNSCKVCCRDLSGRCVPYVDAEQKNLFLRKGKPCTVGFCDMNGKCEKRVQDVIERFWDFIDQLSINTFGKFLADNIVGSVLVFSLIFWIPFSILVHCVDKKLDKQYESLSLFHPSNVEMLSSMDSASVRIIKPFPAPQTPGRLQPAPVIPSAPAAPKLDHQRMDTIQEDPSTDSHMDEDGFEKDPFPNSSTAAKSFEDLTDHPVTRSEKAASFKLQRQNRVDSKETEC
# DAX1 inh-2 – DAX1 (NR0B1) inhibition, primary screen; actives 1.1% (n = 370,000); AID 652010; HEK293T StAR-luciferase reporter, SF-1/DAX-1 repression relief; inhibition, % at 6.8 µM;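 active = inhibition above the mean over all tested compounds plus 3 SD, cut at about 3.6% in these data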;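 note: 0% = DAX-1 cells with DMSO and 100% = cells lacking DAX-1 with DMSO; higher inhibition means more luminescence from relief of DAX-1 repression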
# * = called active by the depositor; i = inactive; x = not tested or not shown.
# Every second line gives: PLCg1 inh	hgDAF-12 ag	NR1D1 modulator	DAX1 inh-1	MBD2 inh	PLCb3 inh	ssDAF12 agonist	hcDAF-12 act	SMARCA2 activ	ADAM17 inh	DAX1 inh-2
> CC(N=Cc1cc([N+](=O)[O-])ccc1O)c1ccccc1 (stereo unspecified)
    0	-2.2	10	-0.1	-6	-6	-1.4	-1.1	1	2	0.2
> Cc1ccc(C2C(C(N)=S)=C(N)OC3=C2C(=O)CC(C)(C)C3)cc1 (stereo unspecified)
    -39	-3.0	2	0.0	1	-42	-1.2	-1.4	-2	-12	-0.6
> C=C(C)Cn1c(CCCNC(=O)CCC)nc2ccccc21
    5	0.4	-2	-0.9	8	3	-1.8	-2.2	-3	-7	-1.0
> CCCN(C(=O)COc1ccc(C(C)=O)cc1OC)C1CCS(=O)(=O)C1 (stereo unspecified)
    2	2.4	8	0.6	2	-6	-1.5	0.7	-2	-7	1.1
> COc1ccccc1-c1cnc(C(O)c2ccc(C(C)(C)C)cc2)[nH]1 (stereo unspecified)
    -4	-2.2	5	x	-5	-7	-1.3	-1.3	-3	-2	-0.6
> O=C(CCc1c[nH]c2ccccc12)NCC(=O)Nc1ccc(F)c(F)c1F
    0	0.8	3	0.0	5	-6	-1.0	1.8	0	-2	-1.0
> COc1cc(C(c2c(O)cc(C)[nH]c2=O)c2c(O)cc(C)[nH]c2=O)ccc1O
    2	1.1	-2	0.3	3	-6	0.2	-0.9	-1	-5	0.2
> O=C(N1CCN(c2ncccn2)CC1)C12CC3CC(CC(C3)C1)C2
    -3	-1.4	8	-0.9	2	-5	-1.4	-0.1	-5	-5	0.6
> O=C(c1ccc2nc[nH]c2c1)N1CCN(S(=O)(=O)c2cccc(Cl)c2)CC1
    0	1.3	0	-0.9	-3	0	-1.3	-0.3	0	-1	0.1
> CSCC[C@H](NC(=O)[C@@H]1CSC2c3ccccc3C(=O)N21)C(=O)N1CCC[C@H]1CO (stereo partly specified)
    0	-0.5	-10	1.6	3	-5	-1.7	0.9	0	3	0.5
> COC(=O)[C@H](CCSC)NC(=O)NC1CCN(Cc2ccccc2)CC1
    1	-0.5	0	1.2	-3	0	-1.2	-0.3	3	-4	0.2
> COc1ccc(OC)c(/C=C/C(=O)Nc2ccc3c(c2)CCC3)c1
    -86	3.7	-4	-1.0	-5	-115	-1.4	-3.6	2	-1	-0.3
> O=C(CSc1nc2ccccc2o1)Nc1nc(-c2ccccc2)c(-c2ccccc2)s1
    -2	-0.9	3	0.8	-2	2	-1.1	-0.2	-4	-7	0.6
> CCOCCCNC(=O)C(=O)NCCCOCC
    0	0.2	-6	-1.5	-3	3	-1.5	-1.2	1	-1	-0.4
> CN(C(=O)c1cccc(NC(=O)Cc2ccc(NC(=O)C3CCN(S(=O)(=O)c4cccc([N+](=O)[O-])c4)CC3)cc2)c1)C1CCCC1
    -1	-0.4	-1	0.6	-1	-2	-1.2	-0.9	-3	4	-4.3
> CCOC(=O)C1=C(COC(=O)C2CC(=O)N(CCc3ccccc3)C2)NC(=O)NC1C (stereo unspecified)
    3	2.0	-1	-0.2	-2	-1	-0.8	0.3	0	5	1.5
> CCOC(=O)c1[nH]c2c(c1-c1ccccc1)C(=O)CC(c1ccc(Cl)cc1)C2 (stereo unspecified)
    -2	1.4	-1	2.8	1	-3	-1.5	-1.1	-1	-3	0.6
> CC(C)(/C=N/O)/[N+]([O-])=C/C=[N+](\[O-])C(C)(C)/C=N/O
    3	1.3	4	-0.3	7	0	-0.2	0.9	-1	-7	-0.4
> Cc1ccc(C(=O)N2CCN(Cc3ccc4c(c3)OCO4)CC2)o1
    -5	0.2	3	-0.3	3	-2	-1.7	-1.5	-5	-5	-0.5
> COC(=O)CSc1ccccc1C(=O)OC
    -9	-0.1	-4	0.5	-4	-7	-1.1	-0.3	-2	-30	-0.5

# More structures.
# Every second line gives: PLCg1 inh	hgDAF-12 ag	NR1D1 modulator	DAX1 inh-1	MBD2 inh	PLCb3 inh	ssDAF12 agonist	hcDAF-12 act	SMARCA2 activ	ADAM17 inh	DAX1 inh-2
> O=C(NCC1CCCO1)C1CCCCN1S(=O)(=O)c1ccc(F)cc1 (stereo unspecified)
    1	2.1	-2	0.0	-3	1	-1.3	-1.4	0	-5	0.1
> Cc1ccsc1/C=C/C1=Cc2c(sc(NC(=O)CSc3n[nH]c(N)n3)c2C#N)C(C)(C)C1
    -71	0.5	-6	-0.1	-6	-92	-1.6	-1.6	4	-5	1.1
> CN(C(=O)C12CC3CC(CC(C3)C1)C2)C1(C)CCS(=O)(=O)C1 (stereo unspecified)
    0	0.7	3	1.0	-4	2	-0.9	1.8	-1	-1	-0.4
> O=C(Nc1nc(-c2nc3ccccc3s2)cs1)c1ccc(S(=O)(=O)N2CCOCC2)cc1
    -3	4.2	15	0.2	-3	-16	-0.4	1.4	-1	3	1.4
> Cc1ccnc(NS(=O)(=O)c2ccc(NS(=O)(=O)c3cc(Cl)ccc3Cl)cc2)n1
    -2	2.4	0	0.2	4	2	-0.7	2.0	0	-6	-1.7
> CCOC(=O)C1CCN(C(=O)c2cc3cc(F)ccc3[nH]2)CC1
    -2	-1.4	-5	1.3	-1	-8	-0.2	2.0	0	1	0.0
> COc1ccc(NS(=O)(=O)c2cccc(C(=O)NN=Cc3ccc(O)c(OC)c3)c2)cc1
    -11	4.2	-20	0.7	-10	-10	-1.4	-0.6	1	0	-0.6
> Cc1cc(NN)nc2ccc(Cl)cc12
    -5	-2.5	3	-0.4	2	-8	-0.4	1.6	2	-5	0.4
> N#Cc1cc2cc3c(cc2nc1SCC(=O)N1CCOCC1)OCCO3
    -2	-6.0	17*	1.6	1	-7	-2.3	-4.3	0	-5	-1.0
> Cc1cc(Br)c2nc3c(c(C(=O)O)c2c1)CCCCC3
    -2	-2.6	-6	-0.3	5	-6	-1.2	0.6	-1	-5	-0.7
> Cc1c(N=N/C(C(=O)Nc2ccccc2)=C(/O)c2ccccc2)c(=O)n(-c2ccccc2)n1C
    3	2.6	-1	0.2	-3	-1	-0.3	-0.5	-1	-2	-0.8
> N#C/C(=C\c1ccc([N+](=O)[O-])o1)C(=O)Nc1ccc(F)cc1
    -47	0.8	-2	0.5	-1	-74	-1.3	0.3	-2	-11	-0.3
> CCOC(=O)C1=C(COC(=O)CNC(=O)c2ccccc2F)NC(=O)NC1C (stereo unspecified)
    -2	0.4	-1	-0.5	1	-3	-1.3	-1.3	-1	-4	0.3
> COc1ccc(-c2cc(CCCC(=O)NCCc3ccc(OC)cc3OC)no2)cc1
    0	2.6	-1	0.5	-1	1	-1.7	-0.9	-4	-2	-1.4
> Cc1ccc(-c2nnc(N(C)C(=O)c3ccccn3)s2)cn1
    3	1.4	1	0.3	-2	2	-0.7	-0.5	-1	-3	1.4
> CNC(=S)NNC(=O)c1cc(C(C)(C)C)nn1Cc1ccc(F)cc1
    -2	2.1	-3	1.9	-2	-9	-1.0	-0.3	-2	0	-0.6
> CCN(CC(=O)Nc1c(F)cccc1F)C(=O)/C=C/c1c(C)nn(-c2ccc(F)cc2)c1C
    4	-1.9	-6	-2.0	3	-2	-0.6	-1.1	-3	-2	1.0
> COc1cc(C(=O)Nc2ccc(S(=O)(=O)Nc3cc(C)on3)cc2)cc(OC)c1OC
    2	-1.5	-1	1.5	3	4	-0.6	-1.9	2	0	-0.2
> CC1(C)CCc2nc(SCc3ccccc3)c(C#N)cc2C1
    2	1.9	1	1.6	-6	0	-1.4	0.4	1	-2	-0.4
> COC(=O)c1ccc(NC2=C(Cl)C(=O)OC2OC(=O)c2ccccc2)cc1 (stereo unspecified)
    -2	0.5	0	-0.4	-4	-12	-1.8	-0.5	-1	-1	0.1

# The list continues:
# Every second line gives: PLCg1 inh	hgDAF-12 ag	NR1D1 modulator	DAX1 inh-1	MBD2 inh	PLCb3 inh	ssDAF12 agonist	hcDAF-12 act	SMARCA2 activ	ADAM17 inh	DAX1 inh-2
> CC(C)(C)OC(=O)NCCCC[C@H](NC(=O)c1nc[nH]c1C(=O)NCc1ccccc1)C(=O)OC(C)(C)C
    3	-4.2	-5	0.5	3	2	-1.3	-2.2	-1	9.2*	-0.1
> CCN(CC)Cc1c(O)c(Cl)cc2c(C)c(C)c(=O)oc12
    i	-1.0	-3	1.1	-3	i	-1.2	-1.5	-2	i	0.2
> CCCc1cc(-c2n[nH]c(=S)n2Cc2ccccc2)cs1
    -2	-1.6	-2	0.4	2	3	-1.3	0.1	-2	-4	0.1
> Cc1nc(SCC(=O)c2cc3ccccc3oc2=O)c(C#N)c(C)c1C(=O)Nc1ccccc1
    -12	1.7	1	x	3	-13	1.1*	1.4	-1	-6	0.5
> COc1ccc(CCNC(=O)COC(=O)c2cc(=O)c3ccccc3o2)cc1
    3	0.9	-5	0.2	-3	-6	-1.3	-0.8	-1	-7	1.3
> CC(=O)Nc1ccc(NC(=O)COC(=O)c2n[nH]c3ccccc23)cc1
    1	0.6	3	3.3	-2	-4	-0.8	1.0	1	-2	-0.1
> Cc1ccccc1C(=O)OC(C)C(=O)NCc1ccc2c(c1)OCO2 (stereo unspecified)
    -3	0.1	3	0.2	-5	-6	-1.0	0.0	7	-2	1.0
> Cc1cc(C)nc(/N=C(\N)Nc2ccc3c(c2)OCCO3)n1
    -2	0.6	1	0.5	-4	6	-1.5	-1.9	-1	-5	-0.1
> CC1(C(=O)NS(=O)(=O)c2ccc(F)cc2F)CCN1C(=O)c1ccco1 (stereo unspecified)
    1	0.1	-1	x	4	0	-1.6	-0.6	-2	-3	1.5
> CCOC(=O)Cn1nnnc1CN1CCN(c2ccc(OC)cc2)CC1
    4	2.9	-3	0.2	-1	4	-1.0	-1.9	1	0	-0.1
> CN(CC(=O)O)S(=O)(=O)c1ccc2[nH]c(=O)c(=O)[nH]c2c1
    -10	2.5	6	-0.2	-1	-20	-0.9	-1.5	-3	-16	0.1
> O=c1[nH][nH]c2c1[C@@H](c1ccc(F)cc1)O[C@H](CCc1ccccc1)C2
    3	-2.7	7	x	-6	4	-0.8	-0.2	3	8	1.1
> O=C(NCc1ccccn1)C(=O)Nc1ccccc1
    6	7.3	-2	1.6	7	-8	-0.8	-2.3	5	-6	1.3
> CC(/C=N/NC(=O)COc1ccccc1C)=N\NC(=O)COc1ccccc1C
    0	0.0	-7	1.4	-5	-6	-1.1	-0.3	-1	-1	0.3
> O=[N+]([O-])c1ccc(S(=O)(=O)N2CCN(Cc3ccco3)CC2)cc1
    3	-1.2	-3	2.2	3	-3	-0.5	-2.8	-1	0	0.3
> CN(C)C(CNC(=O)c1cccc(S(=O)(=O)Nc2ccccc2Cl)c1)c1ccco1 (stereo unspecified)
    -8	0.0	2	0.9	-1	-9	-0.3	-1.1	0	-5	-0.7
> COc1ccc(Cc2nnc(SCC(=O)N3CCCCC3)o2)cc1
    8	-0.9	-3	-0.1	4	-1	-1.2	-0.1	0	0	-0.6
> CCOc1ccccc1NC(=O)C1CCCN(S(=O)(=O)c2ccc(-n3cnnn3)cc2)C1 (stereo unspecified)
    0	-2.0	0	0.3	-3	-6	-1.3	-1.6	-3	-5	0.0
> COc1cc2c(cc1NC(=S)Nc1ccccc1C)oc1ccccc12
    -45	3.8	5	-0.5	-3	-58	-1.0	-0.4	0	-141	0.2
